rCAG binder – binders of r(CAG) RNA repeats, primary screen, biochemical, fluorescence. r(CAG) RNA repeat, TO-PRO-1 dye displacement fluorescence. actives 1.3% (n = 370,000). inhibition, % at 3 µM;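 active = inhibition above the plate cutoff, the mean of all test compounds on that plate plus 3 SD, cut at about 35% in these data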;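 note: 0% = DMSO alone and 100% = 100 µM mitoxantrone as full dye displacement; higher means more dye released from RNA so lower well fluorescence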
PRMT1 inh – PRMT1 methyltransferase inhibitors, primary screen, biochemical, fluorescence polarization; Protein arginine N-methyltransferase 1 (Homo sapiens), Q99873; recombinant PRMT1, activity-based probe fluorescence polarization; inhibition, % at 2.79 µM; actives 1.3% (n = 370,000);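 active = inhibition above about 21% made by adding two undisclosed values, limit read from the data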
NPR2 activator – human GC-B receptor activators, primary screen, HEK293 GC-B cells, cGMP TR-FRET, EC30 CNP | AID 1920062, 2024 | 0% at EC30 CNP, 100% saturating CNP | actives 0.11% (n = 370,000) | Atrial natriuretic peptide receptor 2 (Homo sapiens), P20594 | activation, % at 10 µM;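 active = activation at 10 µM reaching about 35% in either raw or pattern-adjusted values, limit read from the data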
HTRA1 inh – HTRA1 serine protease inhibitors, primary screen, biochemical, fluorescence polarization, HTS; Q92743; recombinant HTRA1, FP-rhodamine activity-based probe; inhibition, % at 5.96 µM; actives 0.5% (n = 340,000); in the data active = inhibition above about 36%;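 note: 0% = enzyme with DMSO and 100% = wells lacking enzyme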
LEDGF integ inh – blockers of LEDGF/p75-dependent integrase strand transfer – biochemical, TR-FRET, high throughput, primary screen. inhibition, % at 3.7 µM. actives 0.64% (n = 370,000). TR-FRET IN-LEDGF/p75 DNA integration, Eu/Cy5;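 active = inhibition above the screen-wide mean plus 3 SD, cut at about 13% in these data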;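 note: signal is the Cy5 over europium emission ratio at 671 and 618 nm; 0% = plate median of compound wells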
ABHD4 inh – ABHD4 inhibitors, primary screen, biochemical, fluorescence polarization, mouse; (Lyso)-N-acylphosphatidylethanolamine lipase (Mus musculus), Q8VD66; purified mABHD4, FP-Rh probe fluorescence polarization; inhibition, % at 8.92 µM; actives 0.54% (n = 370,000);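 active = inhibition exceeding the mean over every tested compound plus 3 SD, cut at about 30% in these data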;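 note: 0% = plate median of compound wells and 100% = S159A mutant with DMSO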
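Doses – 8.92 µM, single dose · Material – wild-type mouse ABHD4 protein · Replication – single well per compound (singlicate) · Measure – percent inhibition of probe binding, normalized to plate controls · Schedule – 45 min compound pre-incubation plus 60 min probe step, 25 °C · Detection – fluorescence polarization with parallel and perpendicular emission, 525/598 nm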
MBD2 DNA inh – inhibitors of MBD2 binding to methylated DNA, primary screen, biochemical, TR-FRET, DNA-binding domain, human. Methyl-CpG-binding domain protein 2 (Homo sapiens), Q9UBB5. MBD2 binding to methylated oligonucleotide. inhibition, % at 4.4 µM. actives 0.31% (n = 370,000). AID 686964, 2013; in the data active = inhibition above about 13%
Target sequence (Q9UBB5 whole entry, looked up, the tested form may be a part): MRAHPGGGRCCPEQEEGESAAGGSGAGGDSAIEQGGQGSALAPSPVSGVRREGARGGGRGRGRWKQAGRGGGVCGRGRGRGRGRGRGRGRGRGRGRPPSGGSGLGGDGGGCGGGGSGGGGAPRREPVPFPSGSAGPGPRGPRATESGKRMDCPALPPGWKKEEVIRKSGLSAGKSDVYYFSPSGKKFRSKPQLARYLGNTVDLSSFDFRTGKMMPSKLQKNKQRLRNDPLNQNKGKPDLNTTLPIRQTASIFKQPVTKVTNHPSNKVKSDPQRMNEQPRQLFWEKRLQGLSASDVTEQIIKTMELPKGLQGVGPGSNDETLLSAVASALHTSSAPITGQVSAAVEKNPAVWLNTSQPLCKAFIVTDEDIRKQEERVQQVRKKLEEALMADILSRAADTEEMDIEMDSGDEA
TDP2 absorb – human TDP2 enzyme inhibitors, primary screen, biochemical, epi absorbance, recombinant enzyme. Tyrosyl-DNA phosphodiesterase 2 (Homo sapiens), O95551. T5PNP hydrolysis, p-nitrophenol absorbance 415 nm. inhibition, % at 12.8 µM. actives 0.34% (n = 370,000);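 active = inhibition above the mean of all tested compounds plus 3 SD, set per campaign, cut at about 25% in these data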;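 note: 0% = DMSO with enzyme and 100% = buffer with substrate but no TDP2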
Target sequence (O95551 whole entry, looked up): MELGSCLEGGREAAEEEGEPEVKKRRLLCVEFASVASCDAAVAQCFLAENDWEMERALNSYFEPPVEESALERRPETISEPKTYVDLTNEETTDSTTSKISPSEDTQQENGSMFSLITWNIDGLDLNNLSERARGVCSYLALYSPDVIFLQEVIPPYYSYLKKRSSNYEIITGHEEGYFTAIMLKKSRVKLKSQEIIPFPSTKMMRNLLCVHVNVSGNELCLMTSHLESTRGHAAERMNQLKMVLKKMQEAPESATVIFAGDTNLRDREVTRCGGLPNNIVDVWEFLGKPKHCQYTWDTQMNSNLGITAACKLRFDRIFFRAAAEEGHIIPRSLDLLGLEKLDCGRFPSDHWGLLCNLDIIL
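Assay system: recombinant human TDP2 / Reagent: T5PNP substrate at 5 mM, a TopII-DNA adduct mimic / Measured by: epi absorbance from released p-nitrophenol / Evaluation: % inhibition relative to enzyme-containing and enzyme-free wells / Control set: enzyme-free and DMSO wells / Replicates: each compound tested once, singlicate / Schedule: enzyme reaction with compound for 2 h at 37 °C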
TCR-CD3 inh – inhibitors of human TCR-CD3 interaction, primary screen, biochemical, fluorescence, TAMRA-labeled TCR probe | actives 0.37% (n = 360,000) | inhibition, % at 9.4 µM | T-cell receptor (TCR); in the data active = inhibition above about 19%;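 note: recombinant mutant TCR 2C K166C tagged with TAMRA read by polarization; 0% = receptor in buffer alone and 100% = receptor with positive control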
SIAE primary – human SIAE inhibitors, primary screen, biochemical, fluorescence polarization, FP-Rh probe, 1536-well HTS; SIAE FP-Rh probe binding; inhibition, % at 9.66 µM; actives 0.69% (n = 370,000);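 active = inhibition above a cutoff: mean of compounds within the control limits plus 3 SD of those, cut at about 17% in these data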;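 note: 0% = plate median of compound wells and 100% = probe without SIAE protein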
An asterisk follows results filed as active; . = no result given.

Structure	TCR-CD3 inh	ABHD4 inh	NPR2 activator	MBD2 DNA inh	TDP2 absorb	rCAG binder	SIAE primary	PRMT1 inh	LEDGF integ inh	HTRA1 inh
Cc1cccc(N2C(=O)/C(=C/c3ccccn3)SC2=S)c1	-3	0	2	1	3	-3	-2	1	0	.
CC(C)(C)NC(=O)C(c1ccc(O)cc1)N(Cc1ccc2c(c1)OCO2)C(=O)CCl (centres undefined)	2	-2	0	-3	6	4	2	1	0	3
Cc1nnc(SCC(=O)NC2CCCCC2C)s1 (centres undefined)	-2	-13	-1	-2	-8	2	-4	-2	5	-1
O=C(CCCC(=O)Nc1ccc(Br)cc1)N/N=C/c1ccccc1	6	-4	-3	4	-7	-2	8	-2	-2	-10
CCc1nc2ccc(C(=O)NCCc3ccccn3)cn2c1N(C)Cc1nccs1	1	1	4	3	5	-1	6	-1	1	.
CN=C1S/C(=C\c2cc(C)n(-c3ccccc3F)c2C)C(=O)N1C	4	8	-15	5	4	-2	8	0	1	0
Cc1nn(C)c(Cl)c1CN1CCCC(CO)(Cc2ccccc2)C1 (centres undefined)	1	0	0	0	-5	-4	5	-2	2	-11
CCOC(=O)C1CCN(C(=O)c2cc3cc4cc(OC)ccc4nc3o2)CC1	-4	4	11	0	9	-2	-5	0	-1	-6
CN(C)c1ccc(NC(=S)NC(=O)/C=C/c2ccco2)cc1	-6	8	-8	1	0	3	6	27*	10	6
CC1Cc2nc(SCC(=O)NCC3CCCO3)n(C)c(=O)c2S1 (centres undefined)	-2	9	0	2	5	4	20*	6	-2	4
CCCCNc1c(-c2ccc(-c3ccc(C(C)=O)cc3)c(OC)c2)nc2cc(C)ccn12	6	46*	-6	-4	3	0	8	-4	2	-7
CCOC(=O)C1CCN(C(=S)NC2CCCC2)CC1	-1	-2	2	5	0	-5	1	-3	1	6
CC1=CC2(C)NC(=O)C(C)C12 (centres undefined)	10	-3	0	-2	-2	3	0	-2	-3	5
O=C(O)C(=Cc1ccncc1)c1cccc2ccccc12	-2	4	-6	3	4	2	7	-2	2	-1
Cc1ccc[n+](CC(=O)Nc2c(Cl)cc(Cl)cc2Cl)c1	-3	-2	6	-3	7	1	-2	-6	5	-7
CCOc1ccc(NC(=O)CN(C)C(=O)CCCNC(=O)c2ccc(Cl)cc2)cc1OCC	0	0	9	-4	-18	3	-2	-3	4	9
O=C(c1ccc(Cl)c(S(=O)(=O)N2CCOCC2)c1)N1CCN(c2ccccn2)CC1	-3	-3	-1	1	-6	5	-3	1	-5	0
COCCNC(=O)CCc1c(C)nc2c(-c3ccc(F)cc3)c(C)nn2c1C	-4	-2	-6	1	7	0	3	4	-1	0
COc1cccc(N2CCN(C(=O)Nc3ccc4c(c3)NC(=O)CO4)CC2)c1	3	7	-4	3	12	-3	2	1	-1	1
COC(=O)c1cc(C(=O)NC(C)(C)CC(C)(C)C)cc([N+](=O)[O-])c1	-2	-11	-3	4	3	-8	3	6	1	-2
COc1ccccc1Nc1ccc(NS(=O)(=O)c2ccc(C(C)=O)cc2)cc1	2	-4	-4	3	7	15	8	2	-1	31
Cc1nc2cc(NC(=O)Nc3cccc(F)c3)ccc2n1C	5	0	1	1	-7	4	-3	-3	3	6
Cc1ccc(C(=O)N/C(=C/c2ccccc2F)C(=O)NCCCn2ccnc2)cc1	-3	0	0	-7	-8	-1	6	-1	2	2
CCOC(=O)Cn1cc(C(=O)c2ccco2)c2ccccc21	7	-3	6	3	-1	0	-1	-5	-2	-5
Cn1c(=O)c2c(nc(NCCCO)n2CCc2ccccc2)n(C)c1=O	4	-8	9	3	-5	1	-6	1	-3	1
CCOc1cc(Br)cc(/C=C2\SC(=Nc3ccccc3)NC2=O)c1O	-11	-6	-11	1	13	67*	-1	24*	-2	-8
Cc1ccnc(NC(=O)c2cc(F)c(F)cc2Cl)n1	7	2	3	-3	19	-1	0	-7	0	5
Cc1ccc(C(=O)c2ccccc2C(=O)OCC(=O)NC(=O)NC(C)(C)C)cc1	-3	-7	2	5	-5	-2	1	7	0	6
Cc1ccc2nc(-c3ccccc3)cc(C(=O)N3CC(C)OC(C)C3)c2c1 (centres undefined)	-2	4	-4	4	-12	-5	-2	1	-4	-4
CCCn1c(N)c(N(CCOC)C(=O)c2cc3c(s2)CCC(CC)C3)c(=O)[nH]c1=O (centres undefined)	-4	-1	7	-1	1	4	7	2	1	-8

Structure	TCR-CD3 inh	ABHD4 inh	NPR2 activator	MBD2 DNA inh	TDP2 absorb	rCAG binder	SIAE primary	PRMT1 inh	LEDGF integ inh	HTRA1 inh
S=C(NN=C1C2CC3CC(C2)CC1C3)Nc1ccccc1	5	2	4	-4	2	4	2	2	-2	0
CCCCn1c(=O)n(Cc2cccc(F)c2)c(=O)c2c1ncn2Cc1ccco1	-1	-5	16	2	1	-8	1	-1	-2	-28
CC1CCN(C(=O)c2cc(-c3ccccc3O)on2)CC1	-7	-12	-3	7	-4	3	-5	9	-1	-5
O=C(NCCc1ccccc1F)c1cc(COc2ccc(F)cc2F)on1	8	-3	4	0	-8	2	-9	-1	-2	-10
COc1cc(S(=O)(=O)NC2CCCC2)ccc1-n1cnnn1	9	-5	4	3	16	-2	-1	0	1	3
CCCCOCCCNC(=O)C[C@@H]1C[C@@]2(C(=O)OCC)CCCC=C2N(Cc2ccc3c(c2)OCO3)C1=O	-4	-13	-3	5	-17	1	-3	10	-1	.
COc1ccc(-c2ccc(Nc3ccc(S(=O)(=O)N4CCCC4)cc3)nn2)cc1OC	2	-42	4	1	14	21	-16	1	-2	-16
CC(OC(=O)CCCN=C1NS(=O)(=O)c2ccccc21)C(=O)Nc1ccc(F)cc1Cl (centres undefined)	0	-4	0	-5	-1	1	-10	-3	4	3
CCNC(=O)c1cc(S(=O)(=O)N2CCSCC2)ccc1OC	0	-1	6	-7	14	-5	0	-3	1	2
Cc1cc(NC(=O)CCC(=O)N(c2ccccc2)C(C(=O)NCC2CCCO2)c2cccnc2)no1 (centres undefined)	3	0	6	0	2	-9	-1	-3	-3	6
COc1ccc(C2(C(=O)Nc3ccc(S(=O)(=O)Nc4nc(C)cc(C)n4)cc3)CCCC2)cc1OC	1	-4	1	5	1	11	0	4	4	-4
Cc1ccc(-n2c(SCC(=O)Nc3cccc4ccccc34)nnc2-c2ccco2)cc1	.	-9	3	0	4	7	-5	2	2	.
COc1cc(CCCN2C(=S)NC[C@@H]2CCCCN)cc(OC)c1OC	9	6	7	-1	-9	4	-6	0	-2	-3
CC(=O)Nc1ccc(S(=O)(=O)NNC(=S)NCc2ccco2)cc1	-4	5	1	2	-5	-3	8	3	-4	3
O=[N+]([O-])c1ccc(NCCNc2ccc([N+](=O)[O-])cc2)cc1	-1	4	-5	3	1	3	-4	-2	0	-4
O=C(COC(=O)CN1C(=O)COc2ccccc21)NC1CCCCC1	3	2	1	5	-5	-3	2	-1	0	2
COc1ccccc1C(=O)Nc1nnc(-c2ccc(F)cc2)o1	5	4	2	-7	3	5	1	1	-2	-4
COc1ccccc1C(CNC(=O)c1ccc(S(=O)(=O)NCc2ccco2)cc1)N(C)C (centres undefined)	2	-1	-2	-3	-6	0	-3	0	1	-6
CC1CCN(c2c(NCC3CCC(C(=O)N4CCCC(C)C4)CC3)c(=O)c2=O)CC1 (centres undefined)	7	0	-12	-6	14	-2	9	-5	1	3
COc1ccc(NS(=O)(=O)c2cc(NC(=O)C3CCCO3)ccc2N2CCCC2)cc1 (centres undefined)	0	5	0	3	-1	-1	7	1	5	3
Cc1snc(S(=O)(=O)Cc2c(Cl)cccc2Cl)c1C#N	3	-4	2	-4	1	-1	3	2	5	1
COC(=O)c1c(-c2ccc3ccccc3c2)csc1NC(=O)Cc1ccc(OC)c(OC)c1	1	-25	6	0	3	7	-9	18	-2	-16
O=C1COc2ccc(C(=O)COC(=O)c3ccccc3F)cc2N1	0	4	0	6	2	6	14	1	-1	-4
CN(C)C(=O)CCc1ccc2c3c([nH]c2c1)[C@]1(CCc2ccccc2)[C@@H](C(=O)N2CCCCC2)C[C@H](CC(=O)NCCc2ccccn2)C(=O)N1CC3	-1	-7	0	0	0	2	1	-8	7	4
CCN(CCn1cccn1)C(=O)CCc1nnc(-c2ccccc2)o1	-7	2	0	1	2	-3	-4	0	-2	-5
CSc1ccccc1NS(=O)(=O)c1ccccc1	-8	1	2	5	2	-3	4	1	0	0
CCOc1ccc(S(=O)(=O)N2CCC(C(=O)NCc3ccco3)CC2)cc1	2	3	3	-4	-11	-2	-2	-1	2	3
CC1Cc2nc(SCC(=O)Nc3nccs3)n(Cc3ccccc3)c(=O)c2S1 (centres undefined)	2	-5	13	1	-6	4	-5	0	-3	-1
CCOC(=O)NC(=O)/C(C#N)=C\NNc1ncc(C(F)(F)F)cc1Cl	3	1	-3	-3	14	-3	2	-4	2	2
O=C(Cc1cccc(NC(=O)C2CCCN(C(=O)C3CCC3)C2)c1)Nc1cccc(C(=O)N2CCCC2)c1 (centres undefined)	-4	2	7	3	-5	0	-3	1	1	-9

Structure	TCR-CD3 inh	ABHD4 inh	NPR2 activator	MBD2 DNA inh	TDP2 absorb	rCAG binder	SIAE primary	PRMT1 inh	LEDGF integ inh	HTRA1 inh
Cc1ccc(S(=O)(=O)NC(C)C(=O)Nc2ccc(C(N)=O)cc2)cc1 (centres undefined)	7	1	5	-5	3	2	1	-1	0	4
CN(c1ccccc1)c1nc(N)c([N+](=O)[O-])c(Nc2ccccc2F)n1	5	-9	-6	0	1	5	-4	-3	6	-39
O[C@H]1C[C@H](c2ccc(Cl)cc2)N(Cc2cccs2)C[C@@H]1n1cc(-c2ccc(F)cc2)nn1	1	-3	-5	2	-10	4	-22	3	-2	-66
COc1cccc(NS(=O)(=O)c2ccc(Br)s2)c1	-3	-8	-1	6	-4	8	-2	7	3	6
CSc1ncccc1C(=O)OCC(=O)NC12CC3CC(CC(C3)C1)C2	-5	2	-12	-6	0	0	-4	-6	0	-18
COc1cc2c(cc1OC)CN(C(=O)COc1ccc(C)c(C)c1)CC2	5	-7	-4	-1	8	-4	6	3	1	-1

These rows are one share of the data. The share of hits here may be higher or lower than overall.
